Screening results deposited in PubChem by several laboratories.
IL1B NFkB inh = blocks IL-1B driven NFkB nuclear translocation in HUVEC cells; AID 796; 0.43% of 94,000 active; HUVEC IL-1B NFkB p65 nuclear translocation imaging; inhibition, % at 2 µM;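 active means inhibition above about 30% together with a positive call from visual inspection of the well image, limit read from the data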;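 further: nuclear over cytoplasmic p65 intensity ratio measured by imaging; 0% = IL-1B stimulated DMSO wells and 100% = unstimulated DMSO wells; values of inactives mirror those of a sister screen read the other way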
Bcl-B TR3 displacers = displacers of TR3 peptide from Bcl-B, primary screen, selectivity assay for Bfl-1 inhibitor project, biochemical, fluorescence polarization; 0.11% of 96,000 active; one-dose displacement, % at 20 µM; IC50 in µM for titrated hits; FP displacement of FITC-TR3 peptide from Bcl-B; higher % means a stronger effect;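 active means displacement above 50% at 20 µM plus a fluorescence interference ratio under 1.5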;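 further: plate controls were wells without compound for no effect and wells lacking Bcl-B protein for full effect; a part of the inactive calls stands beside numbers as strong as those of hits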
PLAP inhibitors HTS = inhibition of human placental alkaline phosphatase – biochemical, luminescence, HTS (AID 690) | purified PLAP, luminescent substrate; higher % means a stronger effect | one-dose inhibition, % at 20 µM; IC50 in µM for titrated hits | 0.08% of 96,000 active; in the data active means a potency from the dose series; inactive means the rest, 99 in 100 with inhibition below about 30%; further: strong numbers were not always called active
MRP resist rev = reverses drug resistance mediated by MRP; H69AR cells + 2 uM doxorubicin, CellTiter-Glo, 72 h; differential viability (reversal), % at 10 µM; 0.04% of 85,000 active; AID 602;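 active means viability drop by adding the cancer drug above about 55%, with treated viability meeting a 40% cutoff, limit read from the data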;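 further: viability without doxorubicin minus viability with 2 µM doxorubicin for each compound; larger differential means the compound sensitizes cells more to doxorubicin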
IL1B NFkB pot = enhances IL-1B driven NFkB nuclear translocation. HUVEC IL-1B NFkB p65 nuclear translocation imaging. activation, % at 2 µM. 0.3% of 94,000 active. AID 819;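 active means activation above 40%, about the mean plus 3 SD, also judged a hit on visual image review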;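 further: percent activation is computed from the nuclear over cytoplasmic p65 intensity ratio; values of inactives mirror those of a sister screen read the other way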
MRP resist rev cytotoxicity = further read-out of MRP resist rev, marked with its call; viability, %; H69AR cells, CellTiter-Glo, 72 h; measured here: cytotoxicity without doxorubicin
MRP resist rev with doxorubicin = second read-out of MRP resist rev, no call of its own (marks repeat the call); viability, %; measured here: viability with 2 uM doxorubicin; hits give low values
IL1B NFkB inh cell count 2 µM = also measured in IL1B NFkB inh; calls as there; cell count; measured here: cells passing quality filter;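 raw number of nuclei counted in each imaged well without normalization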
IL1B NFkB pot cell count 2 µM = further read-out of IL1B NFkB pot, marked with its call; cell count; measured here: cells passing quality filter
* = called active by the depositor; · = no result given. Some of the compounds tested. The share of hits here may be higher or lower than overall.

SMILES	IL1B NFkB inh	IL1B NFkB inh cell count 2 µM	Bcl-B TR3 displacers	PLAP inhibitors HTS	MRP resist rev	MRP resist rev cytotoxicity	MRP resist rev with doxorubicin	IL1B NFkB pot	IL1B NFkB pot cell count 2 µM
CCOC(=O)Cc1nnc(NC(=O)CSc2nncn2C)s1	-19	126	-2%	10%	-10	94	104	19	126
Cc1cc(C)c2nc(C(F)(F)F)nc(NCCCN3CCCC3=O)c2c1	31*	117*	-3%	1%	-19	47	66	-31	117
CCCCn1cnc2cc(NCc3ccncc3)ccc21	0	88	2%	-2%	3	100	98	0	88
Cc1ccc(-c2nnc3sc(C4COc5ccccc5O4)nn23)cc1 (stereo not drawn)	·	·	-9%	12%	5	87	83	·	·
CN(C)S(=O)(=O)c1cccc(C(=O)Nc2cc(Cl)cc(Cl)c2)c1	-5	197	2%	-58%	·	·	·	5	197
O=C(CCc1ccccc1)Nc1nc2nc(-c3ccccc3)cc(=O)n2[nH]1	-4	196	-2%	-16%	7	106	98	4	196
COCc1cc(C)nc2sc(C(=O)Nc3nccs3)c(N)c12	14	168	-2%	-77%	-6	93	99	-14	168
O=C(NCCN1C(=O)C2C3C=CC(C3)C2C1=O)Nc1ccccc1 (stereo not drawn)	·	·	0%	4%	10	99	89	·	·
Cc1ccc(C(=O)NNC(=O)C(C)Sc2nc(N)cc(N)n2)cc1 (stereo not drawn)	-18	100	-2%	-20%	·	·	·	18	100
O=C1c2ccccc2C(=O)N1CC1c2ccccc2CCN1C(=O)N1CCOCC1 (stereo not drawn)	7	92	-2%	-5%	-2	85	87	-7	92
COCCCn1c(-c2ccccc2)nc2ccccc2c1=O	10	177	-4%	19%	7	88	82	-11	177
O=S(=O)(N/N=C\C=C\c1ccccc1)c1ccc(Br)cc1	-4	175	-9%	3%	·	·	·	4	175
CC1CCN(c2ccc(C(=O)N3CCOCC3)cc2[N+](=O)[O-])CC1	-1	105	1%	4%	·	·	·	1	105
CCOc1ccc(-n2c(SCC(=O)Nc3ccc4c(c3)OCCO4)nc3c(c2=O)SCC3)cc1	11	119	-11%	29%	·	·	·	-11	119
CCCCN(C)C(=O)Cn1cnc2sc(C)cc2c1=O	-14	211	-9%	-8%	6	93	87	14	211
O=C(NCC(=O)N(CCc1ccccc1)C(C(=O)NC1CCCC1)c1cccnc1)c1ccco1 (stereo not drawn)	-28	138	2%	-53%	5	93	88	28	138
CCOC(=O)c1cc(CC)sc1NC(=O)Cc1ccccc1	-4	154	-13%	14%	51	87	36	4	154
O=C1C(c2ccccc2)SC(=Nc2ccccc2)N1S(=O)(=O)c1ccccc1 (stereo not drawn)	-16	166	6%	-31%	·	·	·	16	166
O=C1CCCC2=C1C(c1ccc(Cl)cc1)C1C(=O)c3ccccc3C1=N2 (stereo not drawn)	0	185	-4%	-6%	·	·	·	0	185
Cc1nc2c3c(-c4ccccc4)c(-c4ccccc4)oc3ncn2n1	·	·	0%	12%	6	65	59	·	·
Cc1cc(NC(=O)CSc2nnc3c(C)cc4cc5c(cc4n23)OCO5)no1	·	·	-2%	-11%	-13	80	94	·	·
Cn1nccc1C(=O)OCC(=O)Nc1nc(-c2ccccc2)cs1	·	·	-3%	6%	0	95	96	·	·
COc1ccc(-c2nnn(CC(=O)N(Cc3ccccc3Cl)C(C(=O)NCC3CCCO3)c3ccco3)n2)cc1OC (stereo not drawn)	4	148	-2%	-96%	·	·	·	-4	148
CC(C)(C)c1csc(NC(=O)c2cccs2)n1	-20	92	1%	0%	26	94	68	20	92
O=C1C2CC=CCC2C(=O)N1c1n[nH]c(Cc2ccccc2)n1 (stereo not drawn)	0	180	-5%	62%	-15	89	104	0	180
Cc1coc2cc3oc(=O)c4c(c3cc12)CCC4	·	·	-9%	0%	-10	97	107	·	·
O=C(NCCCN1CCN(c2ccccc2F)CC1)C1CCCN(S(=O)(=O)c2cnc[nH]2)C1 (stereo not drawn)	4	131	1%	-75%	-17	77	95	-4	131
COc1ccc(-c2nc(C#N)c(NCCN(C)C)o2)cc1	5	197	·	·	2	93	91	-5	197
O=C(CN1CCCCC1)Nc1ccc(F)c(Cl)c1	·	·	2%	21%	0	82	83	·	·
COc1ccccc1NC(=O)c1cccc(S(=O)(=O)N2CCOCC2)c1	10	90	-7%	2%	4	97	93	-10	90
COc1ccc(CNC(=O)CN(c2cccc(OC)c2)S(C)(=O)=O)cc1	-4	143	0%	4%	7	101	94	4	143
Cc1nnc(NC(=O)C(C)Oc2ccc3c(C)cc(=O)oc3c2)s1 (stereo not drawn)	-13	165	0%	-35%	3	108	104	13	165
CN(C)c1nc(OCCNC(=O)Nc2ccccc2)nc(N2CCOCC2)n1	-12	69	10%	-66%	-6	87	93	12	69
O=C(O)c1ccc(NS(=O)(=O)/C=C/c2ccccc2)cc1	13	109	-3%	2%	3	87	84	-13	109
Cc1coc(C)c1C(=O)CC1(O)C(=O)N(Cc2ccccc2)c2ccccc21 (stereo not drawn)	-6	107	-2%	5%	2	79	77	6	107
O=C1CCCC(O)=C1C=Nc1ccc(O)cc1	-11	205	8%	20%	0	73	73	11	205
O=S(=O)(NC12CC3CC(CC(C3)C1)C2)c1ccc(F)cc1	-2	128	0%	16%	-6	99	106	2	128
CC1CSc2ccccc2NC1=S (stereo not drawn)	-24	130	·	·	11	102	91	24	130
O=C(O)C1C2C=CC(O2)C1C(=O)Nc1ccc(S(=O)(=O)Nc2ccccc2)cc1 (stereo not drawn)	21	107	0%	6%	-4	96	100	-21	107
O=C1c2ccccc2NC2CCCCCN12 (stereo not drawn)	-11	141	·	·	5	93	88	11	141

Filtered by structure, the compounds so far with an NH in an aromatic ring
SMILES	IL1B NFkB inh	IL1B NFkB inh cell count 2 µM	Bcl-B TR3 displacers	PLAP inhibitors HTS	MRP resist rev	MRP resist rev cytotoxicity	MRP resist rev with doxorubicin	IL1B NFkB pot	IL1B NFkB pot cell count 2 µM
O=C(CCc1ccccc1)Nc1nc2nc(-c3ccccc3)cc(=O)n2[nH]1	-4	196	-2%	-16%	7	106	98	4	196
O=C1C2CC=CCC2C(=O)N1c1n[nH]c(Cc2ccccc2)n1 (stereo not drawn)	0	180	-5%	62%	-15	89	104	0	180
O=C(NCCCN1CCN(c2ccccc2F)CC1)C1CCCN(S(=O)(=O)c2cnc[nH]2)C1 (stereo not drawn)	4	131	1%	-75%	-17	77	95	-4	131

Next section.
SMILES	IL1B NFkB inh	IL1B NFkB inh cell count 2 µM	Bcl-B TR3 displacers	PLAP inhibitors HTS	MRP resist rev	MRP resist rev cytotoxicity	MRP resist rev with doxorubicin	IL1B NFkB pot	IL1B NFkB pot cell count 2 µM
CCOC(=O)N1CCN(CCC(=O)Nc2cc(OC)cc(OC)c2)CC1	-6	104	·	·	1	85	84	6	104
O=C1c2ccccc2C(=O)C1c1nccc2ccccc12	·	·	18%	19%	·	·	·	·	·
Cc1[nH]c2ccccc2c1C(=O)CN1CCCC1	-13	126	-27%	-48%	-3	78	81	13	126
CCOC(=O)CNC(=O)CSc1nc(N)cc(N)n1	-4	153	-8%	13%	-2	94	95	4	153
CCCS(=O)(=O)N1CCC(C(=O)N2CCCC2)CC1	-24	148	-6%	-23%	-4	85	89	24	148
CCCC(=O)Nc1ccc(NC(=O)Cc2ccccc2)cn1	-15	166	2%	-5%	0	85	85	15	166
Fc1cccc(NCc2ccoc2)c1	-5	137	-15%	10%	-4	96	100	5	137
O=C(COC(=O)Cc1ccc2c(c1)OCCO2)Nc1ccc(S(=O)(=O)N2CCCC2)cc1	0	160	1%	19%	·	·	·	0	160
CCC1(CC)NC(=O)N(CC(=O)NCc2ccc3c(c2)OCO3)C1=O	14	48	-4%	-3%	9	94	85	-14	48
CCOC(=O)c1c(C)[nH]c(C)c1C(=O)COC(=O)[C@@H]1CCCN1S(=O)(=O)c1ccc(Cl)cc1	-5	190	-2%	-59%	17	100	83	5	190
CN1CCc2c(c3ccccc3n2Cc2ccccc2)C1	2	120	17%	-41%	14	79	65	-2	120
O=C(NCc1cccnc1)C1CC(=O)N(C2CCCCC2)C1 (stereo not drawn)	5	165	3%	-15%	0	104	103	-5	165
COc1cc(CNn2cn[nH]c2=S)cc(Cl)c1OCc1ccccc1	6	130	-8%	-20%	·	·	·	-6	130
CC(CC(=O)Nc1ccc(Cl)c([N+](=O)[O-])c1)c1ccccc1 (stereo not drawn)	-12	125	-9%	24%	·	·	·	12	125
Cc1cccc(N2CCN(c3cccc(C)c3)C2c2cccnc2)c1	0	140	1%	-26%	-13	75	88	0	140
Cc1[nH]c2ccccc2c1Cc1n[nH]c(=S)o1	-46	162	13%	0%	-1	91	92	46*	162*
NNS(=O)(=O)c1ccc(Cc2ncc(C(F)(F)F)cc2Cl)s1	-3	103	-2%	-48%	11	96	84	3	103
COc1ccc(Oc2c(Cl)cnn(-c3ccccc3)c2=O)cc1	-17	198	5%	26%	·	·	·	17	198
Cc1ccccc1NC(=O)Cc1nnc(SCC(=O)c2ccc(Br)cc2)n1C	-10	170	-3%	2%	24	109	84	11	170
CCOC(=O)C(C)Oc1ccccc1C1NC(=O)NC(C)=C1C(=O)Nc1ccc(C)c(C)c1 (stereo not drawn)	-32	155	-7%	4%	·	·	·	32	155
C=CCc1cccc(/C=N/c2ncn[nH]2)c1O	0	114	-14%	12%	-6	96	102	0	114
Cc1cccc(N=c2oc3cc(O)ccc3cc2C(N)=O)c1	12	153	-96%	17%	-2	95	98	-12	153
Cc1cc(C)nc(NC(=O)c2cccc([N+](=O)[O-])c2C)n1	-1	195	7%	0%	·	·	·	1	195
Cc1c(OCc2nn[nH]n2)ccc2c(-c3ccccc3)cc(=O)oc12	12	114	10%	-43%	10	109	99	-12	114
CN(CC(=O)Nc1ccncc1)S(=O)(=O)c1ccc(Br)cc1	-2	152	-6%	2%	13	97	85	2	152
NC(=O)C1CCN(Cc2nc3ccccc3c(=O)[nH]2)CC1	-1	79	1%	2%	2	93	91	1	79
O=C(Nc1ccccc1N1CCOCC1)c1ccccc1NS(=O)(=O)c1ccc(F)cc1	-22	114	-5%	-23%	-9	80	89	22	114
COc1cc(C)nc(Oc2ccc(=O)n(C)n2)n1	-12	115	-7%	26%	-11	87	99	12	115
CCC(Oc1nc2ccccc2nc1-c1ccccc1NC(C)=O)C(=O)c1ccccc1 (stereo not drawn)	-14	174	6%	4%	·	·	·	2	162
O=C(Nc1nc2c(s1)CCCC2)Oc1ccccc1	-16	159	-13%	-13%	-6	92	98	16	159
CCOC(=O)c1nnc(-c2ccccc2)nc1Oc1ccc(Cl)cc1	11	124	1%	13%	·	·	·	-11	124
COC(=O)/C=C1\NCCSC1=O	-14	153	-2%	4%	9	91	82	14	153
O=c1[nH]n2c(=O)c3c([nH]c2c1N=Nc1cccc(Cl)c1)CCCC3	-10	111	·	·	0	81	81	10	111
O=C(Nc1nccs1)c1ccc2nccnc2c1	0	84	13%	-17%	8	96	88	0	84
O=C(C1CC1)N1CCc2[nH]c3ccccc3c2C1	-17	87	·	·	-3	86	89	17	87
COc1cccc(-c2nn(-c3ccccc3)cc2/C=C\C(=O)c2cccs2)c1	0	136	-1%	6%	·	·	·	0	136
N#Cc1c(N)nc2c(c1-c1ccncc1)CCCCC2	-5	140	4%	19%	-1	84	85	5	140
COc1ccc(N2C(=O)c3ccccc3NC23CCCCC3)cc1	6	115	1%	-10%	-9	72	81	-6	115
CC1CCCC(C)N1C(=O)COC(=O)c1ccc2c(c1)OCO2 (stereo not drawn)	15	129	8%	-23%	19	97	78	-15	129
CCc1cc2c(=O)c(-c3cscn3)coc2cc1O	·	·	-5%	23%	1	65	64	·	·
